Bcl-xL primary: Bcl-xL (human) inhibition; actives 0.7% (n = 320,000); AID 2129; Q07817; inhibition, % at 10.9 µM; GST-Bcl-xL / FITC-Bim BH3 peptide fluorescence polarization;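 active = inhibition above the mean of all tested compounds plus 3 SD, cutoff set per campaign, cut at about 30% in these data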;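 note: 0% = DMSO wells and 100% = unlabeled Bim-BH3 peptide competitor; inhibitors lower millipolarization by displacing the labeled peptide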
MEX-5 binding: C. elegans MEX-5 TCR-2 RNA binding activity. MEX-5/FITC-TCR2 RNA binding, fluorescence polarization; stronger effect = lower value. activity score (negative = inhibition of binding), % at 10 µM. actives 0.38% (n = 300,000);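 active = inhibition past about -25% in most replicates, and total fluorescence under double the plate's negative control median, limit read from the data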;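 note: 0% = DMSO and -100% = 5 µM competing unlabeled TCR2 RNA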
TPT1 inhibitor: inhibitors of Candida albicans tRNA 2'-phosphotransferase TPT1. recombinant caTPT1, FP RNA substrate dephosphorylation. inhibition, % at 5 µM. actives 0.81% (n = 300,000);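 active = inhibition above the mean of all tested compounds plus 3 SD, set per screening campaign, cut at about 24% in these data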;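 note: plate controls were DMSO alone for no effect and ferristatin control at 100 nM for full effect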
MCL1-BIM inh: inhibitors of human MCL1 binding to BIM-BH3 peptide; GST-MCL1 / FITC-Bim-BH3 fluorescence polarization; inhibition, % at 10.9 µM; actives 0.68% (n = 320,000); AID 2057;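 active = inhibition above the mean inhibition of all tested compounds plus 3 SD, set per campaign, cut at about 40% in these data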;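 note: 0% = DMSO wells and 100% = unlabeled Bim-BH3 peptide control; higher means more loss of mP so more displacement of Bim peptide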
Target sequence (Q07820 whole entry, looked up): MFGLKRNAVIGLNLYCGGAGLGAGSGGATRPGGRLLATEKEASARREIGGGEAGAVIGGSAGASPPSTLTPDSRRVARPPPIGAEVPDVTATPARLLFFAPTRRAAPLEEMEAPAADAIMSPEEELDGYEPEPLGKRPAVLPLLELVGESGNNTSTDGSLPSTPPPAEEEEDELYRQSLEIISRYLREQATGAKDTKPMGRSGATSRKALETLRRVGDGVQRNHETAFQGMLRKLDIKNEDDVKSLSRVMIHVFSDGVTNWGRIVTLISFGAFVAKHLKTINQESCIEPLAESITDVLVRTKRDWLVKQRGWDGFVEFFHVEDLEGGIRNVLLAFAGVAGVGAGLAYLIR
PME-1 primary: PME-1 (human) inhibition; Q9Y570; recombinant PME-1, FP-Rh probe fluorescence polarization; inhibition, % at 5.9 µM; actives 0.53% (n = 320,000);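 active = inhibition above the campaign mean of all compounds plus 3 SD, cut at about 26% in these data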;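 note: competitive labeling of PME-1 active site by serine hydrolase directed probe; 0% = PME-1 with DMSO and 100% = wells lacking PME-1 enzyme; inhibitors block probe labeling so polarization falls and inhibition rises; many of its hits are not listed in these tables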
Target sequence (Q9Y570 whole entry, looked up): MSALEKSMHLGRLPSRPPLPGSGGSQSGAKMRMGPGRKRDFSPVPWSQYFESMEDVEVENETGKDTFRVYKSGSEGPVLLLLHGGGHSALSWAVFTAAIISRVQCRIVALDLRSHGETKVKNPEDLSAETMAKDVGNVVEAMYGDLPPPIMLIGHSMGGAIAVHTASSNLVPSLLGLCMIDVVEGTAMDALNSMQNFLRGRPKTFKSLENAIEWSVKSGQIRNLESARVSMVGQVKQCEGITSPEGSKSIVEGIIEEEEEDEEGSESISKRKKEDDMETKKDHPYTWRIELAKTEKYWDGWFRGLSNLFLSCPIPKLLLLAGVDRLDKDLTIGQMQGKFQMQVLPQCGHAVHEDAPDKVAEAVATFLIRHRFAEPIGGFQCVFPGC
GSTO1 counter: counter-screen for RBBP9 inhibitors: inhibitors of human GSTO1 | P78417 | recombinant GSTO1, activity-based probe fluorescence polarization | inhibition, % at 5.96 µM | actives 1.1% (n = 300,000) | AID 1974;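 active = inhibition above the campaign mean inhibition plus 3 SD, cut at about 35% in these data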;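 note: 0% = GSTO1-1 with DMSO and 100% = wells lacking GSTO1-1 enzyme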
Target sequence (P78417 whole entry, looked up): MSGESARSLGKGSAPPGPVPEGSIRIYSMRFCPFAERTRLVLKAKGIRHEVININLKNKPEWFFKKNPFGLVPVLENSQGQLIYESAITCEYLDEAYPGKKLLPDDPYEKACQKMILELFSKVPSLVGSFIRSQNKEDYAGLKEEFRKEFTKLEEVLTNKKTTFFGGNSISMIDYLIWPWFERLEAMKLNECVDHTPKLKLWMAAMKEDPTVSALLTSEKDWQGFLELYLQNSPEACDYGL
PAD4 FP inh: PAD4 (human) enzyme inhibition; recombinant PAD4, RCA probe fluorescence polarization; inhibition, % at 6.36 µM; actives 0.41% (n = 330,000);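 active = percent inhibition above a cutoff equal to the mean of all tested compounds plus 3 SD, cut at about 15% in these data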;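 note: 0% = PAD4 with RCA probe and DMSO and 100% = probe without PAD4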
Fam108B counter: counter-screen for RBBP9 inhibitors: inhibitors of mouse Fam108B | AID 1947 | actives 0.33% (n = 300,000) | recombinant Fam108B, FP-Rh probe fluorescence polarization | inhibition, % at 9.51 µM;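 active = inhibition above the screen mean inhibition plus 3 SD, computed separately per campaign, cut at about 18% in these data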;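 note: inhibitors lower polarization as less probe binds the enzyme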
GLD-1 RNA inh: GLD-1-TGE RNA interaction inhibition (C. elegans); Q17339; purified GLD-1 + fluorescein TGE RNA, fluorescence polarization; inhibition, % at 5.96 µM; actives 0.44% (n = 320,000); AID 2280;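 active = percent inhibition above a per-plate cutoff, the plate mean of test compounds plus 3 SD, cut at about 30% in these data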;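 note: 0% = DMSO wells with GLD-1 and probe and 100% = wells lacking GLD-1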
Starred values were filed as active, the others as inactive; / = no result given. This is a subset. The share of hits here may be higher or lower than overall.

SMILES | Bcl-xL primary | MEX-5 binding | TPT1 inhibitor | MCL1-BIM inh | PME-1 primary | GSTO1 counter | PAD4 FP inh | Fam108B counter | GLD-1 RNA inh
Cc1ccc(S(=O)(=O)N2CCN(C(=O)CCc3c[nH]c4ccccc34)CC2)c(C)c1 | -5.1 | / | / | -18.8 | 5.4 | / | -0.7 | / | 3.3
Cc1cc2ccccc2nc1SCC(=O)NC1CCCC1 | -2.9 | 2.1 | -1.9 | -7.9 | -3.2 | -19.5 | -7.6 | -5.1 | -5.3
CCN(CCCNS(=O)(=O)c1ccc2c(c1)CCN2C(C)=O)c1cccc(C)c1 | -0.3 | -0.6 | -1.6 | 0.6 | 7.0 | 20.5 | -1.2 | -0.6 | 0.2
Cc1cccn2c(=O)c3cc(C(=O)NC4CCCC4)c(=N)n(CCc4ccccc4)c3nc12 | 4.5 | -38.7* | -3.3 | 6.3 | 5.1 | -2.6 | -5.8 | 1.1 | -7.4
CCCC(=O)n1nc(-c2ccc(Cl)cc2)nc1SC | -2.4 | 1.4 | -0.4 | -4.4 | -8.7 | 6.1 | 2.2 | 0.1 | -2.5
Oc1ccccc1CN1CCCC(N2CCc3ccccc3C2)C1 (stereo not drawn) | -0.5 | 0.5 | 6.7 | -5.0 | 4.7 | -1.0 | -4.3 | -1.6 | -5.4
Nc1nc(Nc2cccc(F)c2)nc(NCCO)c1[N+](=O)[O-] | 6.3 | 0.0 | -4.1 | -0.4 | -1.5 | -12.7 | -3.9 | 0.6 | 3.0
CC(=NC(C)C)C1=C(O)C(C)OC1=O (stereo not drawn) | 1.4 | 2.6 | 0.8 | 1.4 | 0.2 | 2.4 | 0.9 | -2.1 | 2.0
CN(Cc1ccccc1)C(=O)CCS(=O)(=O)c1ccc2c(c1)oc(=O)n2C | 6.0 | 1.9 | -2.9 | 1.8 | 3.2 | 2.4 | -2.7 | 1.2 | 1.2
COc1ccc(N(C)S(=O)(=O)c2ccc3c(c2)CC(C)N3C(=O)C2CC2)c(OC)c1 (stereo not drawn) | 1.0 | -0.4 | -1.7 | 4.9 | 12.9 | 6.7 | 0.9 | 1.5 | 10.2
COc1cc(-n2c(N)c(C(=O)NCc3ccco3)c3nc4ccccc4nc32)cc(OC)c1OC | 0.6 | 0.9 | 9.3 | -19.1 | -3.3 | 1.7 | -2.0 | -4.7 | -11.3
COc1ccc(OC)c(NC(=O)NC2CCCc3ccccc32)c1 (stereo not drawn) | 3.8 | 0.0 | 0.8 | 2.1 | 1.1 | -1.4 | -2.0 | 0.9 | 3.5
CCCc1[nH]n(-c2ccc(F)cc2)c(=O)c1C=NCC1CCCO1 (stereo not drawn) | 3.9 | -0.2 | 0.8 | 7.6 | 4.1 | 1.9 | -5.1 | -1.5 | 2.4
COC(=O)c1ccccc1NC(=O)CSc1ccc(C)cc1 | 5.3 | 2.7 | 0.3 | 0.8 | -6.0 | 1.4 | -4.8 | -1.6 | 4.0
O=C(O)c1cnn(-c2nc(-c3cccc([N+](=O)[O-])c3)cs2)c1C(F)(F)F | 5.5 | -0.6 | -2.8 | 3.6 | 3.5 | 2.8 | 0.1 | 6.9 | -13.1
Cc1nnc(NC(=O)CSc2nnnn2Cc2ccccc2)s1 | 4.3 | -0.1 | 0.5 | -2.1 | 11.5 | -1.6 | -2.5 | 0.1 | 4.8
CCOC(=O)Cc1csc(NC(=O)c2ccc(Cl)s2)n1 | 3.0 | 2.0 | -0.1 | 0.6 | 5.2 | -21.4 | 2.7 | -2.7 | -5.9
CCOC(=O)C1=C(CN2CCc3ccccc32)NC(=O)NC1c1ccc(Cl)cc1 (stereo not drawn) | -3.0 | 2.4 | 0.1 | -0.1 | 9.7 | 16.8 | -6.7 | 4.2 | -2.0
C=CCNC(=O)NC(=O)Cn1c(=O)c2c(ncn2CC)n(Cc2ccccc2)c1=O | 2.1 | 0.0 | -1.2 | -0.5 | 2.0 | 4.9 | 2.2 | 2.2 | -2.1
CN1/C(=C\C(=O)C[n+]2cccc(C(N)=O)c2)C(C)(C)c2ccccc21 | 5.9 | -0.3 | 5.4 | 0.6 | -5.3 | 0.4 | -3.7 | -0.9 | 2.2
CCOC(=O)N1CCN(C(=O)CSc2nnc(CNC(=O)c3ccccc3F)o2)CC1 | 2.4 | 0.1 | 1.3 | 2.9 | 1.7 | 11.8 | -0.4 | 2.1 | -4.9
Cc1csc(SC(C)C(=O)Nc2ccc3c(c2)OCCO3)n1 (stereo not drawn) | -3.4 | 1.3 | 0.0 | 1.6 | -0.6 | 7.6 | -0.9 | -2.3 | 5.9
COC(=O)[C@H]1C[C@@H]1[C@H](N)c1ccccc1 | 5.8 | -1.5 | -0.6 | -4.1 | -2.1 | 3.6 | 5.9 | 0.4 | 1.3
CN(CCCNC(=O)COc1cc(=O)n(C)c2ccccc12)Cc1ccccc1 | -2.2 | -0.4 | -1.7 | -1.5 | -0.8 | -5.5 | 1.1 | 8.4 | -3.5
COc1ccc(-n2c3c(cc(C(=O)NNc4ccccc4)c2=O)C(=O)CC(C)(C)C3)cc1 | 7.6 | 1.5 | 0.3 | -0.5 | 1.3 | -5.0 | 2.1 | 2.7 | 0.1
COc1ccc2nc(SCC(N)=O)cc(C)c2c1 | 1.7 | 0.7 | -0.2 | 4.0 | 3.8 | 1.5 | -0.2 | 0.9 | -0.4
CCCNS(=O)(=O)c1ccc(-n2cnnn2)c(OC)c1 | -0.9 | 0.4 | 1.8 | -1.1 | -0.1 | 6.0 | -2.9 | -4.9 | -0.7
COc1cccc(C2CC(c3cccc(NS(C)(=O)=O)c3)=NN2C(=O)c2ccccc2)c1OC (stereo not drawn) | 3.3 | 3.0 | 2.1 | 4.9 | 2.6 | -2.3 | -3.1 | -1.1 | 1.0
CCCCC1CCC(C(=O)NC2CCS(=O)(=O)C2)CC1 (stereo not drawn) | 6.7 | -1.5 | -0.8 | -2.3 | 5.5 | 3.9 | -1.6 | 1.4 | 4.0
Cc1cc2c(=O)n(Cc3ccco3)c(SCC(=O)N3CCCc4ccccc43)nc2s1 | -4.4 | 1.6 | -1.9 | -1.0 | -2.8 | -3.9 | 4.7 | -7.6 | -0.5
Cc1ccc(-c2ccc(C(=O)NCc3ccccc3)o2)c2ccccc12 | 1.0 | 0.0 | -0.2 | -3.0 | -16.3 | -11.8 | 1.4 | -6.2 | -0.9
CCC(C(=O)NCc1cccc(C)c1)n1nc(C)c2c(C)n(-c3ccccc3)nc2c1=O (stereo not drawn) | -3.1 | -1.3 | 1.0 | 4.2 | 5.0 | 0.9 | 0.7 | 0.2 | 4.7
CC(C)CCN1CCN(Cc2nc3c(s2)CCCC3)CC1CCO (stereo not drawn) | 9.8 | -2.7 | 0.6 | 11.4 | 6.0 | -2.7 | 0.8 | -0.6 | 3.5
CCOC(=O)[C@H]1[C@H]2COc3ccccc3[C@@H]2N2C(=O)c3ccc(C)cc3NC(=O)[C@@]12C | 6.1 | / | 1.6 | 9.7 | 4.5 | 4.1 | -3.2 | 4.9 | 7.3
O=C(Nc1cccc(F)c1)N1CC=C(n2c(=O)[nH]c3ccccc32)CC1 | 1.7 | 1.6 | -1.8 | 2.3 | -1.3 | -8.1 | -3.2 | -3.2 | -1.6
COc1ccc(OC)c(CNC(=O)C2CCN(S(C)(=O)=O)CC2)c1 | 0.1 | 4.1 | -0.3 | -1.6 | 0.9 | 7.8 | -5.1 | 0.6 | 0.5
Cc1ncsc1CCOC(=O)C1C2CC3CC(C2)CC1C3 (stereo not drawn) | 0.8 | -1.1 | 11.8 | -17.4 | -4.9 | -0.2 | 2.9 | 0.9 | -5.2
O=C(O)CCCC(=O)Nc1ccc(C(=O)N2CCCCC2)c(Cl)c1 | -0.7 | -0.4 | -2.4 | -8.3 | 8.6 | 3.6 | -2.8 | -4.2 | -2.1
Cc1cccc(C(=O)c2ccccc2C(=O)O)c1O | 1.9 | -0.1 | -1.9 | 7.8 | -2.8 | 6.2 | -1.7 | 0.6 | 3.5
O=[N+]([O-])c1cc([N+](=O)[O-])c(Oc2cncc(Cl)c2)cc1NC1CCCCCCC1 | 0.2 | 7.5 | -0.3 | -7.2 | 3.5 | 8.8 | -2.6 | -1.4 | -2.9
O=C(Cn1c(=O)oc2cc(S(=O)(=O)N3CCCCCC3)ccc21)NC1CCCCC1 | 1.1 | 3.7 | -0.8 | 4.3 | 1.1 | 4.3 | 0.7 | -2.2 | 2.6
COc1ccc(-c2cc(COc3ccccc3)on2)cc1 | 5.5 | 2.8 | -7.2 | -2.5 | -3.1 | 15.7 | -2.1 | 4.9 | 0.6
CC(C)OC(=O)CC(=O)CSc1nc2c(cc1C#N)CCC2 | 2.8 | 1.2 | 4.9 | -1.6 | 3.4 | 2.4 | -4.1 | -0.5 | -2.6
Cc1cc(=O)oc2cc(OCC(=O)NCc3ccncc3)ccc12 | -3.5 | 0.3 | -4.0 | -6.2 | -2.1 | 1.4 | 3.1 | -1.1 | -7.0
COc1ccc(C(=O)NCCc2c[nH]c3ccccc23)cc1[N+](=O)[O-] | 3.9 | 0.6 | -4.7 | 8.3 | 1.2 | 6.4 | 0.3 | -1.6 | -1.4
COc1cc(NC(=S)N2CCC(C(N)=O)CC2)cc(OC)c1 | 4.5 | 0.5 | -3.8 | 13.1 | 1.9 | 1.0 | 1.9 | 7.8 | 4.9
Cc1ccc2cc(C)c(SCC(=O)Nc3ccc(S(=O)(=O)N4CCCC4)cc3)nc2c1 | 3.7 | -1.7 | -3.1 | 3.5 | -27.6 | -14.7 | 3.4 | -27.4 | -1.1
O=C(NC1CCN(S(=O)(=O)c2ccccc2)CC1)C1CCCCC1 | 2.5 | -0.7 | -4.9 | 2.7 | -1.5 | 4.1 | 1.4 | -0.8 | 2.7
O=C(NCC(=O)N1CCN(S(=O)(=O)c2ccccc2)CC1)c1ccc(Br)o1 | 6.7 | -1.9 | -0.5 | 6.3 | 9.1 | 9.0 | 1.8 | 2.6 | -1.3
CC(C)(C)CC(=O)Nc1cc(S(=O)(=O)N2CCCCCC2)ccc1Cl | 2.3 | 2.9 | -2.1 | 1.1 | -0.8 | -0.1 | 3.2 | 0.2 | -1.6
C#CC1(NC(=O)NC(=O)c2c(F)cccc2F)CCCCC1 | 2.3 | 3.6 | -2.2 | 6.2 | 0.1 | 0.0 | -0.6 | -5.4 | -2.4
COC(=O)CN(c1cc([N+](=O)[O-])ccc1OC)S(C)(=O)=O | 3.6 | -0.6 | -4.7 | 0.7 | -3.0 | 8.1 | -3.6 | -3.7 | 0.3
S=c1[nH]nc(COc2cccc3ccccc23)n1Cc1ccccc1 | -2.2 | -1.4 | -4.9 | -11.6 | -10.8 | 4.8 | -2.2 | 3.4 | 5.6
CSc1ccc(/C=C(\NC(=O)c2ccccc2)C(=O)NN)cc1 | -1.6 | 3.9 | -2.7 | -2.8 | -11.5 | 2.9 | -1.2 | -4.5 | -0.5
Cc1cc(C)n2nc(SCC(=O)c3cccs3)nc2n1 | 7.9 | 0.4 | -0.7 | -1.0 | 1.2 | 2.5 | -3.1 | 1.9 | 4.2
